# Source: PubChem (The Scripps Research Institute Molecular Screening Center)
# ssDAF12 agonist: activators of S. stercoralis DAF-12 nuclear receptor. HEK293 ssDAF-12/GRIP1 lit1-tk-luc reporter, luminescence; % of 3 µM dafachronic acid response. activation, % at 6.8 µM. 370,000 compounds, 1% hits. AID 652126;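 active means activation above the mean over all tested compounds plus 3 SD, cut at about 0.9% in these data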;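 further: 0% = DMSO-only wells and 100% = 3 µM delta7-dafachronic acid wells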
# DAX1 inh-1: NR0B1 (DAX1) inhibition. HEK293 Gal4-DAX1 luciferase reporter, luminescence. 340,000 compounds, 0.99% hits. inhibition, % at 6.75 µM. AID 504766. P51843;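 active means inhibition above the mean over all tested compounds plus 3 SD, cut at about 4.2% in these data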;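 further: 0% = DAX1-transfected cells with DMSO and 100% = empty-vector control cells with DMSO; inhibition shows as a rise in luminescence from relieved DAX1 repression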
# PLC-beta3 inh: blocks human PLC-beta3 enzyme activity; Q01970; Purified PLC-beta3, fluorogenic substrate, fluorescence; inhibition, % at 12.2 µM; 370,000 compounds, 0.18% hits; AID 720704; in the data active means inhibition above about 11%;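 further: 0% = median of compound wells on plate and 100% = full blocker control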
# DAX1 inh-2: blocks DAX1 repression of SF-1 activated StAR promoter; 370,000 compounds, 1.1% hits; inhibition, % at 6.8 µM; HEK293T StAR-luciferase reporter, SF-1/DAX-1 repression relief; AID 652010;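 active means inhibition above the mean over all tested compounds plus 3 SD, cut at about 3.6% in these data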;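 further: 0% = DAX-1 cells with DMSO and 100% = cells lacking DAX-1 with DMSO; higher inhibition means more luminescence from relief of DAX-1 repression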
# ADAM10 inh: inhibitors of human ADAM10 | inhibition, % at 7 µM | 370,000 compounds, 0.62% hits | recombinant ADAM10, EDANS/DABCYL FRET peptide cleavage, 3 h;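 active means inhibition above a per-campaign cutoff equal to the mean of compounds falling between control-based bounds plus 3 SD, cut at about 20% in these data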;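 further: 0% = DMSO wells while the 100% control is not disclosed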
# Target sequence (O14672 214-748 limits assumed): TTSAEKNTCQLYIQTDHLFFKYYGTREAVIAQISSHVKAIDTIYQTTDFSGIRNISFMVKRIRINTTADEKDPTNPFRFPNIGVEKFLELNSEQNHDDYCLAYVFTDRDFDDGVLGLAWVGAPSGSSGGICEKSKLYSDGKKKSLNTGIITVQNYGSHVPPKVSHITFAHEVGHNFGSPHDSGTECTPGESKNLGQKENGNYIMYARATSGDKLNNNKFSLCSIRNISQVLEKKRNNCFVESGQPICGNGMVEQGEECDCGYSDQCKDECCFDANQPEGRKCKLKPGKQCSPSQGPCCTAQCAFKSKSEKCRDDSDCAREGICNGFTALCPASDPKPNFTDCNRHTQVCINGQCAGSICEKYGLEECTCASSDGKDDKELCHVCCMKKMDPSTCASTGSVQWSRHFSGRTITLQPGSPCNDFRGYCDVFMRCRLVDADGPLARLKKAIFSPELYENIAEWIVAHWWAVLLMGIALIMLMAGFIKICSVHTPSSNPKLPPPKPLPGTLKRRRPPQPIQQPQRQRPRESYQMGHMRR
# hcDAF-12 act: activates DAF-12 receptor from parasite H. contortus; HEK293 hcDAF-12 lit1-tk-luc reporter, luminescence; 0% DMSO, 100% Δ7-dafachronic acid; 370,000 compounds, 1.4% hits; activation, % at 6.8 µM;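 active means activation above the mean of all tested compounds plus 3 SD, cut at about 5.5% in these data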;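 further: 100% = response to 3 µM Δ7-dafachronic acid high control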
# sPLA2-III inh: Blocks human group III sPLA2 activity. QFRET BODIPY PC-A2 liposome hydrolysis, fluorescence. 370,000 compounds, 0.56% hits. AID 743126. inhibition, % at 12.2 µM;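 active means inhibition above mean plus 3 SD of compounds lying within the high and low control bounds, cut at about 19% in these data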;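 further: 0% = median of test compound wells and 100% = no enzyme DMSO wells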
# Target sequence (Q9NZ20 whole entry, looked up): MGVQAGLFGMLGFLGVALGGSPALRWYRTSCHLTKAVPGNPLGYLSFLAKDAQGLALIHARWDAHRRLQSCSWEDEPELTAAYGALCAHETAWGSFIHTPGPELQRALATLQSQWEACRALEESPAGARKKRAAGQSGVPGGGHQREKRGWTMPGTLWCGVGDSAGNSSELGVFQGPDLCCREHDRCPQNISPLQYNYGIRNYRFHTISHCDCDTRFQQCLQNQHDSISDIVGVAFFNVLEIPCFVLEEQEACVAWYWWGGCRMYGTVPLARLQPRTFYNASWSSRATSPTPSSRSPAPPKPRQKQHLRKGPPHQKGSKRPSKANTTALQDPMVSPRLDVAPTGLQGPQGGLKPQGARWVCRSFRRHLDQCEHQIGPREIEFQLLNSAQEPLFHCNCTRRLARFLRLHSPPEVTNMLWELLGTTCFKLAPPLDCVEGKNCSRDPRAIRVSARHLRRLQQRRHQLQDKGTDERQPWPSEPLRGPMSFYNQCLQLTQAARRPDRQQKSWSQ
# PLC-gamma1 inh: inhibitors of human phospholipase C gamma1 | P19174 | AID 720700 | inhibition, % at 12.2 µM | 370,000 compounds, 0.84% hits | purified PLC-gamma1, fluorogenic substrate, fluorescence; in the data active means inhibition above about 9.5%
# ADAM17 inh: inhibits human ADAM17. P78536. recombinant ADAM17, EDANS/DABCYL FRET peptide cleavage. inhibition, % at 6.95 µM. 370,000 compounds, 0.83% hits. AID 720648;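 active means inhibition above the mean of compounds lying between control limits plus 3 SD, set per campaign, cut at about 8.5% in these data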;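 further: 0% = DMSO-only wells as the low control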
# FXN GAA850 act: frataxin GAA850 promoter activation | HEK293 lucGAA850 FXN promoter luciferase reporter, 24 h; percent of 10 µM SAHA response | 360,000 compounds, 0.56% hits | activation, % at 6 µM;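 active means activation above the average of all compounds screened plus 3 SD, cutoff fixed separately per campaign, cut at about 7.5% in these data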;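 further: 0% = DMSO wells and 100% = 10 µM SAHA wells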
# hgDAF-12 ag: activates the H. glycines DAF-12 receptor ligand-binding domain | activation, % at 6.8 µM | 370,000 compounds, 1.8% hits | AID 687014 | HEK293 GAL4-hgDAF12 UAS-luciferase reporter, agonist luminescence; normalized to butyrate control;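 active means activation above a cutoff set at the mean of all screened compounds plus 3 SD, cut at about 10% in these data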;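 further: 0% = DMSO wells and 100% = sodium butyrate wells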
# * = called active by the depositor; i = inactive; x = not tested or not shown.
SMILES,ssDAF12 agonist,DAX1 inh-1,PLC-beta3 inh,DAX1 inh-2,ADAM10 inh,hcDAF-12 act,sPLA2-III inh,PLC-gamma1 inh,ADAM17 inh,FXN GAA850 act,hgDAF-12 ag
CCOC(=O)c1ccc(NC(=O)CCS(=O)(=O)c2cccc3nonc23)cc1,-0.9,-0.3,-6,-0.2,2,-0.4,-3,1,0,-2.2,3.5
COc1ccc(OC)c(NC(=O)Nc2nnc(N3CCCCC3C)s2)c1 (configuration not stated),-0.8,1.1,2,0.0,1,4.0,-12,3,1,4.5,1.7
COc1cc2c3c(cccc3c1)C(=O)N(CCN1CCCC1)C2=O,-0.7,8.7*,-240,-2.4,i,4.8,5,-167,-458,27*,-1.0
Cc1cc(=O)oc(C)c1C(=O)NC1CCCCCCC1,-1.8,0.6,-5,0.3,4,-0.3,-5,-3,0,-0.4,6.7
CC(=O)c1sc(NC(=O)c2cccnc2Cl)nc1C,-1.4,0.5,-1,0.5,-5,1.8,-1,-1,-3,3.1,2.7
Cc1ccc2oc(=O)c3cnn(CC(=O)N4CCN(c5ccccc5)CC4)c3c2c1,-0.8,-0.1,0,-0.7,-7,0.7,8,0,-4,0.7,0.4
COc1ccc(CCNC(=O)COC(=O)/C=C/c2ccc(OC)c(OC)c2)cc1,-2.1,-0.5,-60,-1.3,-88,-1.0,-3,-47,-29,0.0,1.2
CCN1CCC(C(N)=O)CC1,-1.3,-0.7,6,0.0,4,-0.1,0,0,-1,0.0,-1.4
O=C(CNC(=O)N1CC(=O)Nc2ccccc21)NCc1ccc(Cl)cc1,-0.7,0.9,-12,0.2,-3,0.6,7,1,-5,1.6,2.7
Cc1cc(=O)n2nc(N3CCCC(C(=O)NCc4ccccc4)C3)sc2n1 (configuration not stated),-1.2,0.7,1,0.6,-13,-0.8,9,3,0,-0.6,-1.8
Cc1ccc(CNc2nc(N)c([N+](=O)[O-])c(Nc3ccc(F)cc3)n2)cc1,-1.1,0.2,4,0.5,-1,-0.7,5,2,-1,1.3,-1.0
CCCC(=O)c1cc(F)c(N2CCOCC2)cc1C,-1.8,-0.2,-6,-0.2,-3,-1.5,4,0,-5,0.6,3.8
COc1ccc(CNC(=O)c2ccccc2SCC(=O)N2CCCC2)cc1OC,-1.2,1.8,2,0.1,2,-1.6,-2,3,-1,0.4,0.7
COc1cccc(C2N(c3cccc(Cl)c3)C(=O)C3CCCN32)c1 (configuration not stated),-0.8,0.4,1,0.2,-10,0.2,2,1,-1,1.5,1.9
CC1CCC(NCc2ccco2)CC1 (configuration not stated),-1.4,0.7,3,0.2,1,-1.5,2,2,-2,0.4,-0.8
CCN(CC)S(=O)(=O)c1cccc(N2CC(O)=C(c3ccccc3)C2=N)c1,-1.1,1.6,-8,0.4,-1,-0.4,-6,1,-4,0.8,1.7
CC(=O)OCC(C)n1[nH]c2ccccc2c1=O (configuration not stated),-0.9,x,-17,-1.1,-38,-2.1,6,-11,-13,x,-4.1
CC(=O)N1CCN(c2ccc(NCc3cccs3)cc2)CC1,-1.1,0.7,-249,-0.8,-57,-2.4,-1,-199,-17,0.2,-3.2
Cc1c(C(=O)NCc2cccnc2)oc2ccccc12,-0.3,0.7,0,-0.3,1,-0.1,0,2,-3,0.4,3.5
[O-][n+]1ccc(CC(O)(C(F)(F)F)C(F)(F)F)cc1,-0.8,-0.1,0,0.6,-10,-0.2,3,3,-4,-0.5,-0.2
Cn1c(=O)c2c(nc(CN3CCC(Cc4ccccc4)CC3)n2CCN2CCOCC2)n(C)c1=O,-1.2,2.4,-9,0.2,-2,0.4,-6,-7,-7,6.9,3.8
COc1ccc(NC(=O)c2nc(C)c(C3(C)CC(c4cccnc4)=NO3)s2)cc1 (configuration not stated),-1.7,-2.9,-7,-1.5,11,-2.9,-18,-1,11*,-1.4,-2.9
COc1ccc(S(=O)(=O)NCc2cccnc2)cc1NC(=O)c1ccccc1C,-0.6,1.4,-21,-0.8,-21,-0.3,3,-9,-5,1.6,-0.7
O=C(O)CCCCCNS(=O)(=O)c1ccc(Cl)cc1,-1.8,-0.8,2,-1.2,-2,-0.2,4,3,-2,1.3,-1.3
O=C(Nc1ccccc1Oc1ccsc1C(=O)O)c1ccccc1,-0.8,-0.5,-3,-0.4,0,-1.5,-3,0,-2,-0.2,3.6
CCn1c(COc2cccc3ccccc23)nnc1SCC(N)=O,-0.9,0.1,3,-0.6,-10,-1.8,6,-2,-3,0.6,-0.4
CC(=O)Nc1cc2nn(-c3ccccc3)nc2cc1C,1.4*,-1.3,-147,2.5,-372,7.0*,9,-106,-156,3.9,18*
COC(=O)c1c(C)nc(C)c(C(=O)OC)c1-c1cccs1,-2.6,-0.8,-7,0.6,-2,-0.8,2,2,-2,-1.4,0.2
O=c1c(C=NCCCO)c(-c2ccccc2)[nH]n1-c1nc2ccccc2s1,-3.0,-1.1,-4,-1.9,-3,-5.8,-13,-3,1,-12,-12
CC(=O)NC(Cc1c[nH]c2ccccc12)C(=O)OCC(=O)Nc1cc(C)on1 (configuration not stated),-1.2,-1.0,1,-0.7,-8,-0.8,-18,1,-3,-1.4,-1.0
Cc1ccc(CCC2C3=C(CCCC3=O)OC3=C2C(=O)CCC3)cc1,-1.6,0.0,-4,0.3,-5,-2.3,3,3,-8,0.9,-0.3
Cc1ccc(C(=O)C(C)OC(=O)Cn2[nH]c(=O)c3ccccc3c2=O)cc1 (configuration not stated),-0.3,0.0,-1,2.7,6,-1.2,5,0,0,1.4,0.7
CCc1ccc(OCCCC(=O)Nc2ccc(N3CCOCC3)cc2)cc1,-1.4,0.5,-1,-0.5,6,0.2,0,0,-1,-0.9,-0.1
CCn1c2ccccc2c2cc(NC(=O)CNC)ccc21,-1.6,3.0,-9,0.6,-7,0.4,-11,-1,-5,3.5,0.7
CC(C)CN(C(=O)COC(=O)Cn1cnc2ccccc2c1=O)C1CCS(=O)(=O)C1 (configuration not stated),-0.4,-1.3,-7,-0.1,-15,0.5,6,-3,-4,-0.6,0.9
Clc1ccc(Cl)c(-c2ccc(/C=N/c3ncn[nH]3)o2)c1,-1.9,-0.1,0,-0.7,-7,-1.5,5,-1,-5,0.4,3.7

# Looked up above.
# For FXN GAA850 act, COC(=O)c1c(C)nc(C)c(C(=O)OC)c1-c1cccs1 has -1.4
# For ADAM10 inh, CCn1c2ccccc2c2cc(NC(=O)CNC)ccc21 has -7

# Following part
SMILES,ssDAF12 agonist,DAX1 inh-1,PLC-beta3 inh,DAX1 inh-2,ADAM10 inh,hcDAF-12 act,sPLA2-III inh,PLC-gamma1 inh,ADAM17 inh,FXN GAA850 act,hgDAF-12 ag
Oc1ccccc1N=Cc1c(O)ccc2oc3c(c12)CCCC3,-1.2,-0.3,-42,-0.7,-16,1.2,2,-24,-5,3.4,-1.5
O=C(NC1CCN(C(=O)C2CCCCC2)CC1)c1ccccc1,-1.5,0.0,-5,0.2,-10,-0.8,3,0,-3,1.6,0.0
Cc1ccc(-n2c(C)c([N+](=O)[O-])c3ccc(O)cc32)cc1,-2.6,x,-11,0.3,-1,-3.1,-57,-1,-3,x,1.9
CC1=C(C(N)=O)C(c2ccco2)C(C(N)=O)=C(C)N1,-1.2,0.6,-7,0.1,-5,1.4,-1,-5,-5,0.1,1.8
Cc1ccccc1-n1ncc2c1CC(C)(C)CC2NC(=O)c1cn[nH]c1C (configuration not stated),-0.9,0.0,4,1.4,1,-0.6,-2,4,1,-0.1,-4.0
Cc1cc(C)c2c(n1)sc1c(=O)n(-c3ccccc3)c(=O)[nH]c12,-0.1,2.2,-251,0.4,-315,-0.6,0,-199,-96,-1.9,3.2
CCC(=O)N1CCN(c2ccccc2NC(=O)COc2ccc(C(C)C)cc2)CC1,-1.1,-0.7,-6,-0.7,4,-1.3,-2,0,2,-1.1,1.0
COc1ccccc1CNC(=O)[C@H](C)NC(=O)C1CCN(C(=O)[C@H](CCSC)NC(=O)OC(C)(C)C)CC1,-0.5,0.5,6,0.3,-9,-1.2,4,2,-2,-3.2,-4.9
Cc1ccc(NC(=O)C2CCN(c3nc(C)cc(C)n3)CC2)cc1,-1.7,0.0,-8,0.2,-23,-2.7,-5,-4,-5,0.9,0.0
COc1ccc(OC)c(CCNC(=O)Cn2cccc2C(=O)c2ccccc2)c1,-1.8,0.1,-6,-0.9,-10,-0.4,-4,2,-3,3.1,0.3
N#Cc1nc(COc2ccc(Cl)cc2)oc1NCc1ccc2c(c1)OCO2,-1.2,0.2,-7,0.0,18,-0.1,-19,0,8,1.4,2.8
COC(=O)C1=C(C(=O)OC)[C@@H]2N(C)c3ccccc3[C@@]23C[C@@H](C(=O)OC)N(C(=O)CC(C)C)C3=N1,-1.5,0.2,1,0.1,1,-1.6,9,2,-1,1.0,-1.8

# ssDAF12 agonist, entries above that show a hit
canonical_smiles | ssDAF12 agonist | DAX1 inh-1 | PLC-beta3 inh | DAX1 inh-2 | ADAM10 inh | hcDAF-12 act | sPLA2-III inh | PLC-gamma1 inh | ADAM17 inh
CC(=O)Nc1cc2nn(-c3ccccc3)nc2cc1C | 1.4* | -1.3 | -147 | 2.5 | -372 | 7.0* | 9 | -106 | -156

# Next records.
SMILES,ssDAF12 agonist,DAX1 inh-1,PLC-beta3 inh,DAX1 inh-2,ADAM10 inh,hcDAF-12 act,sPLA2-III inh,PLC-gamma1 inh,ADAM17 inh,FXN GAA850 act,hgDAF-12 ag
CC(=O)N1CCCc2cc(S(=O)(=O)N3CCCC(C(=O)NCc4ccccc4)C3)ccc21 (configuration not stated),-0.5,0.5,-4,-0.5,-2,-3.1,-4,2,1,-0.2,-2.0
O=C(N/N=C\C=C\c1ccc([N+](=O)[O-])o1)c1cccs1,-0.7,0.1,-33,-0.6,14,2.8,2,-17,2,7.1,1.8
COc1cccc(C(C)(O)c2nc(-c3ccc(Cl)cc3)cs2)c1 (configuration not stated),-1.4,x,-1,-3.3,10,-0.3,-19,2,5,-0.8,-1.7
CN(CC1CCN(CCc2cccc(C(F)(F)F)c2)CC1)C(=O)c1ccccc1,-1.4,0.7,-8,0.1,-5,0.5,5,2,-4,-0.2,-2.3
CCOC(=O)N1CCN(C(=O)C2CCCN(S(=O)(=O)c3c(C)cc(C)cc3C)C2)CC1 (configuration not stated),-1.4,-0.7,-4,-1.4,-4,-1.8,3,-1,-1,0.3,-3.8
COc1c(O)cccc1[C@H](O)C1CCN(CCc2ccc(F)cc2)CC1,-1.5,1.3,-1,0.3,-7,-1.6,-12,-5,-1,1.1,-2.4
C[C@@H]1COc2cc(N3CCCCC3)ccc2S(=O)(=O)N1,-0.4,x,1,0.6,-9,2.1,1,-3,-2,x,7.2
CCN=c1sc(C(=O)Nc2ccccc2)c(C)n1CC,-1.8,-0.4,-5,0.7,7,-1.6,10,2,-1,-0.7,2.9
O=C(CC1C(=O)NCCN1Cc1ccccc1C(F)(F)F)NC1CCC1 (configuration not stated),-1.1,-0.3,-16,-0.1,-11,-0.9,-7,-11,-7,0.2,-1.2
CC(=O)Nc1nc(CCC(C)C)cc2c1c(=O)oc1ccccc12,-1.0,0.6,-12,1.1,-60,0.8,7,-8,-25,3.8,0.1
Cn1c(=O)c2c(ncn2CC(=O)OCC(=O)NC(c2ccccc2)c2ccccc2)n(C)c1=O,-0.4,0.8,1,-0.6,-2,-1.5,21*,-3,-2,4.3,-0.6
